Source: PubChem BioAssay
IL1B NFkB pot – enhances IL-1B driven NFkB nuclear translocation | AID 819 | activation, % at 2 µM | actives 0.3% (n = 94,000) | HUVEC IL-1B NFkB p65 nuclear translocation imaging;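 active = activation above 40%, about the mean plus 3 SD, also judged a hit on visual image review; inconclusive = activation above 40% but not a hit on visual review; inactive = activation not above 40% and no visual hit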;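 note: percent activation is computed from the nuclear over cytoplasmic p65 intensity ratio; values of inactives mirror those of a sister screen read the other way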
Bcl-B displacement – displacers of TR3 peptide from Bcl-B, primary screen, selectivity assay for Bfl-1 inhibitor project, biochemical, fluorescence polarization. actives 0.11% (n = 96,000). AID 748. FP displacement of FITC-TR3 peptide from Bcl-B; higher % means a stronger effect. displacement, % at 20 µM, or IC50 in µM where a hit was titrated;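 active = displacement above 50% at 20 µM plus a fluorescence interference ratio under 1.5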;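 note: plate controls were wells without compound for no effect and wells lacking Bcl-B protein for full effect; a part of the inactive calls stands beside numbers as strong as those of hits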
PLAP inhibitors HTS – PLAP enzyme inhibitors, biochemical, luminescence, HTS (AID 690) | purified PLAP, luminescent substrate; higher % means a stronger effect | inhibition, % at 20 µM; hits with a dose series show IC50 in µM | actives 0.08% (n = 96,000); in the data active = a potency from the dose series; inactive = the rest, 99 in 100 with inhibition below about 30%; note: strong numbers were not always called active
NFkB transloc inh – blocks IL-1B driven NFkB nuclear translocation in HUVEC cells; HUVEC IL-1B NFkB p65 nuclear translocation imaging; inhibition, % at 2 µM; actives 0.43% (n = 94,000);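 active = inhibition above about 30% together with a positive call from visual inspection of the well image, limit read from the data; inconclusive = inhibition above a set limit but visual check negative; inactive = inhibition not above a set limit, visual check negative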;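 note: nuclear over cytoplasmic p65 intensity ratio measured by imaging; 0% = IL-1B stimulated DMSO wells and 100% = unstimulated DMSO wells; values of inactives mirror those of a sister screen read the other way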
MRP resist rev – compounds reversing MRP-mediated drug resistance; H69AR cells + 2 uM doxorubicin, CellTiter-Glo, 72 h; differential viability (reversal), % at 10 µM; actives 0.04% (n = 85,000);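 active = viability drop by adding the cancer drug above about 55%, with treated viability meeting a 40% cutoff, limit read from the data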;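 note: viability without doxorubicin minus viability with 2 µM doxorubicin for each compound; larger differential means the compound sensitizes cells more to doxorubicin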
MRP resist rev cytotoxicity – also measured in MRP resist rev; calls as there; viability, %; H69AR cells, CellTiter-Glo, 72 h; measured here: cytotoxicity without doxorubicin
MRP resist rev with doxorubicin – also measured in MRP resist rev; calls as there; viability, %; measured here: viability with 2 uM doxorubicin; hits give low values
NFkB transloc inh cell count 2 µM – recorded beside NFkB transloc inh, whose call it bears; cell count; measured here: cells passing quality filter;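 raw number of nuclei counted in each imaged well without normalization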
IL1B NFkB pot cell count 2 µM – also measured in IL1B NFkB pot; calls as there; cell count; measured here: cells passing quality filter
Numbers without * were called inactive; u = inconclusive; x = not tested or not shown. Not all compounds are listed; count on the stated rates, not on these rows.

SMILES	MRP resist rev with doxorubicin	PLAP inhibitors HTS	NFkB transloc inh	MRP resist rev cytotoxicity	NFkB transloc inh cell count 2 µM	MRP resist rev	IL1B NFkB pot	IL1B NFkB pot cell count 2 µM	Bcl-B displacement
CCc1nc(SCC(=O)Nc2nccs2)c2oc3ccccc3c2n1	35.4	-15.8%	x	13.2	x	-22.2	x	x	3.1%
O=C(c1ccccc1)c1nn(-c2ccc(Cl)cc2)c(=O)cc1C(F)(F)F	x	17.0%	-33.0	x	159	x	33.0	159	1.0%
Cc1ccoc1C(=O)Nc1cccc(Oc2ccccc2)c1	81.3	41.7%	-8.3	112.4	145	31.1	8.2	145	2.5%
CC(C)n1c(-c2ccccc2F)n[nH]c1=S	103.4	6.1%	-11.6	94.2	162	-9.2	11.6	162	-2.0%
O=C(O)Cn1c(-c2cscn2)nc2ccccc21	100.7	9.1%	17.1	100.0	177	-0.7	-17.1	177	14.6%
Cc1ccc(Cn2c(CN3CCOCC3)nc3c2c(=O)n(C)c(=O)n3C)cc1	91.2	x	-3.7	88.4	193	-2.8	3.7	193	x
O=C1CCC/C1=c1\s/c(=C\c2cccnc2)c(=O)n1-c1ccccc1	57.7	-42.4%	x	59.4	x	1.7	x	x	-13.7%
CCOc1ccc2nc(NC(=O)c3ccc(OC)c(S(=O)(=O)N4CCOCC4)c3)sc2c1	50.1	1.0%	-0.6	51.6	153	1.5	0.6	153	5.9%
CS(=O)(=O)N(CC(=O)N1CCN(c2ccc(F)cc2)CC1)c1cccc(Cl)c1	78.1	-32.4%	-15.3	76.4	174	-1.7	15.3	174	-5.6%
CCOC(=O)CSc1nc2ccsc2c(=O)n1C1CCN(C(=O)OCC)CC1	103.8	-22.2%	3.1	100.4	127	-3.4	-3.1	127	-8.9%
CN(Cc1cccc(F)c1)C(=O)c1ccc(S(=O)(=O)C(F)F)cc1	83.8	2.4%	-15.6	94.9	118	11.1	15.6	118	-0.3%
CCn1c(COc2ccc(=O)n(-c3ccccc3)n2)nnc1SCc1ccc(OC)cc1	x	-30.0%	4.5	x	104	x	-4.5	104	-0.7%
Nc1cc(=O)[nH]c(SCc2nnc(-c3ccccc3)o2)n1	83.8	9.0%	-17.9	74.1	118	-9.7	17.9	118	-11.4%
O=C(Nc1ccccc1)OCCOc1ccccc1	99.3	26.3%	-0.3	95.1	206	-4.2	0.3	206	2.6%
CC1CCCN(C(C(=O)Nc2ccc3c(c2)OCO3)c2ccccc2)C1 (stereo not given)	89.8	-100.0%	-3.3	92.7	159	3.0	3.3	159	-12.6%
O=C(CN(CC1CCCO1)C(=O)CCC(=O)Nc1ccccn1)NCC1CCCO1 (stereo not given)	84.1	24.2%	-1.6	89.6	119	5.5	1.6	119	-8.0%
COc1cc2ccccc2cc1C(=O)Nc1ccccc1N1CCN(S(C)(=O)=O)CC1	72.7	-17.2%	-1.6	70.2	121	-2.5	1.6	121	-4.1%
COC(=O)C1=C(C)NC(=O)/C1=C\c1cc(C)n(-c2c(C)cccc2C)c1C	49.4	-34.1%	-1.6	45.8	171	-3.6	1.6	171	13.0%
Cc1nn(CC(=O)Nc2ccc(C(=O)N3CCCCC3)cc2)c(=O)c2ccccc12	91.7	-25.1%	0.4	98.9	167	7.2	-0.4	167	-4.2%
COc1ccccc1NC(=O)CSc1nnc(COc2ccc(Cl)cc2)n1Cc1ccco1	79.4	-16.6%	8.1	49.9	126	-29.5	-8.1	126	-19.5%

Reprinted from the part before: 7 compounds; new compounds follow.
SMILES	MRP resist rev with doxorubicin	PLAP inhibitors HTS	NFkB transloc inh	MRP resist rev cytotoxicity	NFkB transloc inh cell count 2 µM	MRP resist rev	IL1B NFkB pot	IL1B NFkB pot cell count 2 µM	Bcl-B displacement
O=C(Nc1ccccc1)OCCOc1ccccc1	99.3	26.3%	-0.3	95.1	206	-4.2	0.3	206	2.6%
CC1CCCN(C(C(=O)Nc2ccc3c(c2)OCO3)c2ccccc2)C1 (stereo not given)	89.8	-100.0%	-3.3	92.7	159	3.0	3.3	159	-12.6%
O=C(CN(CC1CCCO1)C(=O)CCC(=O)Nc1ccccn1)NCC1CCCO1 (stereo not given)	84.1	24.2%	-1.6	89.6	119	5.5	1.6	119	-8.0%
COc1cc2ccccc2cc1C(=O)Nc1ccccc1N1CCN(S(C)(=O)=O)CC1	72.7	-17.2%	-1.6	70.2	121	-2.5	1.6	121	-4.1%
COC(=O)C1=C(C)NC(=O)/C1=C\c1cc(C)n(-c2c(C)cccc2C)c1C	49.4	-34.1%	-1.6	45.8	171	-3.6	1.6	171	13.0%
Cc1nn(CC(=O)Nc2ccc(C(=O)N3CCCCC3)cc2)c(=O)c2ccccc12	91.7	-25.1%	0.4	98.9	167	7.2	-0.4	167	-4.2%
COc1ccccc1NC(=O)CSc1nnc(COc2ccc(Cl)cc2)n1Cc1ccco1	79.4	-16.6%	8.1	49.9	126	-29.5	-8.1	126	-19.5%
CCOCCCNC(=O)c1c(N)n(-c2ccc(S(N)(=O)=O)cc2)c2nc3ccccc3nc12	87.0	-28.1%	-10.4	88.0	212	1.0	10.4	212	-5.5%
CC(C)Cc1cc(C(=O)Nc2sc3c(c2C#N)CCC3)no1	78.4	18.1%	-24.2	67.2	188	-11.2	24.2	188	-4.1%
COC(=O)c1cccc(NC(=O)NC2CCCN2S(=O)(=O)c2ccc(Cl)cc2)c1 (stereo not given)	75.8	-29.6%	-25.9	87.1	165	11.3	25.9	165	-5.3%
CC(C)c1nccn1CCC(=O)O	100.9	16.0%	-6.5	101.4	190	0.5	6.5	190	-18.1%
COc1ccc(OC)c(NC(=O)C2CC(=O)N(c3ccccc3)C2)c1 (stereo not given)	101.8	1.7%	x	97.2	x	-4.6	x	x	1.5%
CCOC(=O)c1nn(-c2ccccc2F)c(C)c1C(C)=O	x	-4.4%	0.0	x	173	x	0.0	173	-7.5%
COc1cc2c3c(c1)C1(C(=O)N3C(C)(C)C=C2C)C(C#N)=C(N)Oc2cc(C)oc(=O)c21 (stereo not given)	90.3	-38.6%	-26.9	77.8	187	-12.4	26.9	187	0.7%
Cc1ccc(C(=O)CNc2nc3c(c(=O)[nH]c(=O)n3C)n2Cc2ccccc2)cc1	80.0	1.0%	-13.9	77.8	159	-2.2	13.9	159	3.8%
CC(CNC(=O)c1ccc(Br)o1)NC(=O)c1ccc(Br)o1 (stereo not given)	79.1	10.4%	11.0	89.5	102	10.4	-11.0	102	-4.4%
Cc1ccc(Oc2nc(C(F)(F)F)nc3ccccc23)cc1	x	-3.8%	-5.2	x	139	x	5.2	139	-0.2%
CCCNC(=O)CN(Cc1ccccc1F)S(=O)(=O)c1ccc(C)cc1	102.5	-61.3%	3.8	98.5	48	-4.0	-3.8	48	4.1%
COCCN1C=C(C(=O)OC)C(c2cc3c(cc2Br)OCO3)C(C(=O)OC)=C1	95.7	-0.6%	-29.1	73.1	120	-22.6	29.1	120	5.4%
C=CCc1ccccc1OCC(O)CNC (stereo not given)	80.1	-1.0%	-3.5	83.8	209	3.7	3.5	209	-8.4%
CCOC(=O)C1=C(C)NC(=O)NC1c1c(OCC(=O)N2CCCCC2)ccc2ccccc12 (stereo not given)	91.0	-45.6%	-3.6	102.0	188	11.0	3.6	188	3.7%
CCOC(=O)N1CCN(C(=O)CCC(=O)N2CCOc3ccc(C)cc32)CC1	91.4	-19.1%	7.6	85.8	160	-5.5	-7.6	160	6.8%
Cc1ccc(S(=O)(=O)N(C)Cc2ccc(-c3nnco3)cc2)cc1	81.3	-9.2%	11.9	88.7	179	7.3	-11.9	179	-4.4%
N/C(=N\OC(=O)c1ccc(Cl)c(Cl)c1)c1cccnc1	x	-1.9%	7.4	x	143	x	-7.4	143	-7.0%
CC1Cc2ccccc2N1C(=O)CSc1nnnn1C1CCCC1 (stereo not given)	86.8	-5.5%	1.6	84.0	147	-2.8	-1.6	147	-0.7%
O=C(CCn1c(=O)[nH]c2ccsc2c1=O)Nc1ccc(F)c(F)c1	x	9.0%	-0.9	x	151	x	0.9	151	-0.5%
COc1cc(OC)cc(C(=O)Nc2ccccc2N2CCOCC2)c1	83.2	-17.4%	-3.2	60.9	198	-22.3	3.2	198	-2.6%
CCN(CC)S(=O)(=O)c1cc(C(=O)NC2=NCCS2)ccc1Cl	76.3	-17.3%	-13.9	54.4	27	-21.9	13.8	27	-3.1%
O=C(CCn1c(=O)oc2ccccc21)N(Cc1ccccc1)c1ccccn1	92.2	x	-6.0	84.9	100	-7.3	6.0	100	x
O=C(c1cc2nc(-c3ccccc3)cc(-c3ccccc3)n2n1)N1CCN(C(=O)c2ccco2)CC1	15.9	-13.0%	-17.7	24.8	136	8.9	17.7	136	-0.5%
Cn1c(SCc2c(F)cccc2Cl)nnc1-c1cnccn1	92.2	13.8%	-32.7	94.0	168	1.8	32.7	168	4.4%
CCOC(=O)c1oc2ccccc2c1NC(=O)c1cccs1	89.3	7.4%	-4.6	86.4	196	-2.9	4.6	196	-0.8%
O=C(CCn1c(=S)oc2ccccc21)Nc1ccc2c(c1)OCCO2	83.7	15.7%	x	95.0	x	11.3	x	x	-2.3%
CC(C)CC(=O)NC(=S)Nc1nc(-c2cccc3ccccc23)cs1	x	-24.5%	-7.5	x	156	x	2.8	150	-10.5%
CCN1CCCC1CNC(=O)CCNC(=O)c1cc(OC)c(OC)c(OC)c1 (stereo not given)	99.3	-2.5%	6.4	97.4	153	-1.9	-6.4	153	5.5%
CC1CC(c2ccccc2)n2nc(NC(=O)CCc3ccccc3)nc2N1 (stereo not given)	96.8	2.3%	-9.5	95.5	184	-1.3	9.5	184	0.6%
Cc1ccc(C(=O)COC(=O)c2n[nH]c(=O)c3ccccc23)cc1	x	5.8%	-4.0	x	170	x	4.0	170	22.2%
COc1ccc(Br)cc1CNC(=O)C1CCC(=O)N1C(C)C (stereo not given)	96.0	x	18.0	102.5	171	6.5	-18.0	171	x
CCOC(=O)c1cnc(Nc2nc3ccccc3o2)nc1CN1CCN(c2ccccc2)CC1	90.1	x	-2.2	77.4	148	-12.7	2.2	148	x
CCOc1ccc(-c2nnc(SCC(=O)N3CCOCC3)o2)cc1	84.4	-1.6%	-12.2	75.7	158	-8.7	12.2	158	-5.9%
O=C(NC1CCCCC1)N1CCCCCC1	101.8	-1.2%	-43.5	103.5	115	1.7	u	x	-3.0%
CS(=O)(=O)N(CC(=O)N/N=C/c1cccs1)c1cccc(Cl)c1Cl	x	-9.7%	-5.5	x	147	x	5.5	147	1.1%
COc1ccc(C2C3=C(CCCC3=O)Nc3nc(C(F)(F)F)nn32)c(OC)c1OC (stereo not given)	83.8	-19.1%	x	94.5	x	10.8	x	x	-9.5%
CCSc1c(-c2ccccc2)nc2c(C)cccc2c1C(=O)O	x	-37.0%	-3.0	x	130	x	3.0	130	5.9%
CCCOc1cc(C)nc(-c2ccccc2O)n1	80.8	-11.2%	4.8	92.7	184	11.9	-4.8	184	-2.4%
CCOC(=O)c1sc(NC(=O)CSc2nnnn2-c2ccc(C)c(C)c2)nc1C	81.0	-6.8%	-1.5	81.5	75	0.6	1.5	75	-19.1%
CCCC(=O)N1c2ccccc2C(=C2SC(C(=O)OC)=C(C(=O)OC)S2)C(=S)C1(C)C	72.6	x	-3.2	23.8	130	-48.8	3.2	130	x
CCOC(=O)c1sc(NC(=O)CCCCCN2C(=O)c3cccc4cccc(c34)C2=O)nc1C	x	-2.7%	-6.9	x	112	x	6.9	112	8.2%
Cn1c(SCC(=O)c2ccc(F)cc2)nnc1-c1ccccc1N	103.5	12.8%	-0.2	95.7	175	-7.8	0.2	175	3.8%
